# Yeast growth inh: yeast BB579 growth reduction in restrictive medium | S. cerevisiae BB579 growth, OD615, 48 h | inhibition, % at 10 µM | 0.51% of 140,000 active | AID 804;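 active = inhibition above a set limit, 3 SD over the mean compound inhibition, cut at about 44% in these data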; note: inactives centre near -24
#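 Test system: S. cerevisiae DeaD strain BB579 yeast; Medium: restrictive CSMM-D medium; Compound: one dose, 10 µM compound with 0.25% DMSO; Incubation: 4 h cell preincubation, 48 h compound exposure, 30 °C humidified; Signal: OD at 615 nm; Benchmarks: amphotericin B at 10 µg/mL as positive control.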
# NPY-Y2 antag: blocks the human neuropeptide Y Y2 receptor; P49146; NPY-Y2 expressing cells, antagonist mode; inhibition, % at 2.7 µM; 0.99% of 140,000 active; AID 793; in the data active = inhibition above about 17%;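 note: 0% = vehicle with agonist challenge and 100% = reference antagonist with challenge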
# Target sequence (P49146 whole entry, looked up): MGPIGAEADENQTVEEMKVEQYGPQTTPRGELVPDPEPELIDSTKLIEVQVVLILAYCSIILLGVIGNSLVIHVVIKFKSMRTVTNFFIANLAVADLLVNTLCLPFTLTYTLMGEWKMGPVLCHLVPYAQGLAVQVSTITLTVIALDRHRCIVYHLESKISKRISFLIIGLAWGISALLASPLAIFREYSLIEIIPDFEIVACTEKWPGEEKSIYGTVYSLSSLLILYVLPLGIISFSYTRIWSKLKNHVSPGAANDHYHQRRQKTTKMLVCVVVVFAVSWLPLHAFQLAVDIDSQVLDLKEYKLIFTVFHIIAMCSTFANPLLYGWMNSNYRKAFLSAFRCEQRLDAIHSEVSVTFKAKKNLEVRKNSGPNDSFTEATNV
# HCT116 PTEN-null: growth suppressors of cells with PTEN tumor suppressor deletion. HCT116 PTEN-null viability, CellTiter-Glo, 60 h; hits give low values. viability, % at 10 µM. 1.2% of 140,000 active. AID 827;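 active = viability at or below a set limit, 4 SD under the median of all tested compounds, cut at about 3.7% in these data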;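 note: PTEN knockout HCT116 line with beta catenin targeted HCT116 as companion control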
# Measles CPE: protection of cells from measles virus; Measles virus-infected cells, CPE protection, absorbance; protection (pct of control), % at 4 µM; 1.5% of 140,000 active; AID 841; in the data active = protection mostly above about 24%, no sharp cut-off; inactive = mostly below about 26%; note: some compounds called inactive have numbers as strong as hits
# HCT116 bCat-KO: beta-catenin-lacking colon tumor cell growth suppression | HCT116 beta-catenin knockout viability, CellTiter-Glo, 60 h; hits give low values | viability, % at 10 µM | 1.5% of 140,000 active | AID 818;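 active = viability at or under a set limit, the compound median less 4 SD, cut at about 6% in these data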;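 note: 0% = Hyamine 1622 control at 20 µM and 100% = untreated cell control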
# MRP-1 activ: activates MRP-1; viability increase, % at 10 µM; H69AR cells + doxorubicin, viability rescue, CellTiter-Glo; 0.61% of 140,000 active; AID 799;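 active = viability gain under doxorubicin at or above a set limit, the compound median plus 3 SD, cut at about 4.7% in these data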;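 note: MRP-1 overexpressing cells given doxorubicin 25 µM after compound pretreatment; 18-22 h compound pretreatment then 72 h with doxorubicin before readout; 0% = doxorubicin-only wells and 100% = vehicle-treated cells without doxorubicin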
# E-sel TNF inh: TNF alpha driven E-selectin expression inhibition. HUVEC TNFa-induced E-selectin immunofluorescence, high content. inhibition, % at 2 µM. 0.71% of 120,000 active. AID 1246;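 active = inhibition above the batch mean plus 3 SD, and confirmed as a hit on visual image review, cut at about 43% in these data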;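 note: 0% = TNF-stimulated DMSO wells and 100% = unstimulated control wells; not every result past the cut was called active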
# Yeast life ext: yeast lifespan extension; S. cerevisiae growth with nicotinamide, OD615; deaD strain in restrictive glucose medium; inhibition of the nicotinamide effect, % at 10 µM; 0.68% of 130,000 active;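 active = inhibition above a set limit, placed 3 SD over the median of all compounds, cut at about 26% in these data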;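 note: 0% = nicotinamide-treated wells and 100% = cells grown without nicotinamide; some compounds called inactive have numbers as strong as hits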
#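 Assay system: DeaD-strain S. cerevisiae. Medium: CSMM-D glucose medium, restrictive. Reagent: nicotinamide, 1.5 mM, co-present with compound. Compound: 10 µM single point, 0.25% DMSO. Schedule: culture preincubation 4 h, compound exposure 48 h, both 30 °C. Detection: absorbance at 615 nm.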
# Phagocytosis inh: macrophage phagocytosis inhibition | 0.07% of 110,000 active | AID 1029 | inhibition, % at 5 µM | J774A.1 macrophage IgG-bead phagocytosis, imaging;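 active = inhibition above the mean of the plate negative controls plus 5 SD, cut at about 13% in these data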;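 note: phagocytic index as fraction of beads internalized from green versus red external bead signal; plate controls were DMSO negative control for no effect and cytochalasin-D positive control for full effect; some results beyond the cut were filed as inactive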
# GALR2 blocker: GALR2 (human) receptor antagonism | GALR2-expressing cells, antagonist mode | O43603 | 0.39% of 140,000 active | AID 828 | inhibition, % at 4 µM; in the data active = inhibition above about 27%;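 note: cells stimulated with galanin 1-16 at roughly its EC80; 0% = agonist challenge control and 100% = basal control without agonist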
# Target sequence (O43603 whole entry, looked up): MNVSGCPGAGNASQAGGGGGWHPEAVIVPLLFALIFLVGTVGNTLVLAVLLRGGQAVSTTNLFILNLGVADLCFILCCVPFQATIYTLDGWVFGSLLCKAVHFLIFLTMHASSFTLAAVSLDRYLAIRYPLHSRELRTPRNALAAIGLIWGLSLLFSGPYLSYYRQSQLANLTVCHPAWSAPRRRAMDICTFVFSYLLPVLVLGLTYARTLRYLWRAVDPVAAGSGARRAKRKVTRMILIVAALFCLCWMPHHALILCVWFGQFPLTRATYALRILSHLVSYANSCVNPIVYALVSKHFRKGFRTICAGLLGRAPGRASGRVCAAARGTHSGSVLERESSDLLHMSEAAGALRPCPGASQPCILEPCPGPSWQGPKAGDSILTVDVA
# * hit, by the source's call; x = no result given.
1) CCC(CC)C(=O)NC1CCSC1=O (stereo not given)
2) CC(C)OC(=O)c1c(N)n(Cc2ccco2)c2nc3ccccc3nc12
3) C=CCN1C(=O)NC(=O)C(Cc2ccc(OC)c(OC)c2)C1=O (stereo not given)
4) CC(C)OCCCNC(=O)c1c(N)n(CC2CCCO2)c2nc3ccccc3nc12 (stereo not given)
5) CN(C)C(=O)Oc1ccc(Cl)c2ccccc12
6) CCOc1cc(C2NCc3ccccc3-n3cccc32)ccc1O (stereo not given)
7) CC1(C)CN=C(Nc2ccc(F)c(F)c2)S1
8) CN1C(=O)N(C)C(=O)C2(Cc3c(ccc4ccccc34)N(C)C2)C1=O
Screen / compound no.	1	2	3	4	5	6	7	8
Yeast growth inh	-44	-25	-46	-37	-17	-7	-26	-51
NPY-Y2 antag	1	5	-2	23*	2	8	1	-1
HCT116 PTEN-null	95	75	90	39	89	94	107	86
Measles CPE	12	10	5	4	12	5	1	7
HCT116 bCat-KO	86	86	89	46	100	86	101	94
MRP-1 activ	-3.5	-4.2	-2.2	-2.6	-0.6	-3.3	x	-0.7
E-sel TNF inh	18	-43	47	-4	-5	-13	x	x
Yeast life ext	-15	-11	-22	-19	-10	-3	-1	-5
Phagocytosis inh	-3	x	-1	-1	3	0	0	-2
GALR2 blocker	-3	0	-14	-12	1	12	-13	4

9) CC(C)CCC1(CN2CCCC2=O)C(=O)NC(=O)NC1=O
10) COc1cc2[nH]c(=O)n(-c3ccccc3)c(=O)c2cc1OC
11) O[C@H]1[C@H](O)[C@@H](O)CN2CC[C@H](O)[C@H]12
12) O=c1[nH]c(=O)n(CCc2ccc(F)cc2)c(O)c1C=NCCCN1CCOCC1
13) CC(C)Nc1nc(Cl)nc(NC(C)C)n1
14) Cc1cc(C)n2nc(SCC(=O)N3CCC4(CC3)OCCO4)nc2n1
15) O=c1c2cc(Cl)cc(Cl)c2nc(CN2CCOCC2)n1-c1ccccc1F
16) O=C1c2ccccc2C(=O)N1Cc1nc2ccccc2c(=O)n1-c1ccccn1
Screen / compound no.	9	10	11	12	13	14	15	16
Yeast growth inh	-34	12	-57	-1	-2	7	-38	-10
NPY-Y2 antag	1	-1	-1	0	1	1	1	1
HCT116 PTEN-null	102	99	89	85	92	107	76	98
Measles CPE	7	9	22	3	26	5	8	7
HCT116 bCat-KO	101	104	101	89	100	100	78	96
MRP-1 activ	-1.7	-3.2	-1.1	1.3	0.0	-1.5	-1.4	0.2
E-sel TNF inh	23	-8	x	8	x	-4	-6	-19
Yeast life ext	-17	-24	11	-13	0	-7	-4	-3
Phagocytosis inh	3	0	x	-6	-8	0	3	-2
GALR2 blocker	13	8	7	-13	-3	-3	6	-3

# Excerpt, compounds 5–13
5) CN(C)C(=O)Oc1ccc(Cl)c2ccccc12
6) CCOc1cc(C2NCc3ccccc3-n3cccc32)ccc1O (stereo not given)
7) CC1(C)CN=C(Nc2ccc(F)c(F)c2)S1
8) CN1C(=O)N(C)C(=O)C2(Cc3c(ccc4ccccc34)N(C)C2)C1=O
9) CC(C)CCC1(CN2CCCC2=O)C(=O)NC(=O)NC1=O
10) COc1cc2[nH]c(=O)n(-c3ccccc3)c(=O)c2cc1OC
11) O[C@H]1[C@H](O)[C@@H](O)CN2CC[C@H](O)[C@H]12
12) O=c1[nH]c(=O)n(CCc2ccc(F)cc2)c(O)c1C=NCCCN1CCOCC1
13) CC(C)Nc1nc(Cl)nc(NC(C)C)n1
Screen / compound no.	5	6	7	8	9	10	11	12	13
Yeast growth inh	-17	-7	-26	-51	-34	12	-57	-1	-2
NPY-Y2 antag	2	8	1	-1	1	-1	-1	0	1
HCT116 PTEN-null	89	94	107	86	102	99	89	85	92
Measles CPE	12	5	1	7	7	9	22	3	26
HCT116 bCat-KO	100	86	101	94	101	104	101	89	100
MRP-1 activ	-0.6	-3.3	x	-0.7	-1.7	-3.2	-1.1	1.3	0.0
E-sel TNF inh	-5	-13	x	x	23	-8	x	8	x
Yeast life ext	-10	-3	-1	-5	-17	-24	11	-13	0
Phagocytosis inh	3	0	0	-2	3	0	x	-6	-8
GALR2 blocker	1	12	-13	4	13	8	7	-13	-3

# Carrying on.
17) COc1ccc(NC(=S)NC(NC(=O)CF)C(Cl)(Cl)Cl)c([N+](=O)[O-])c1 (stereo not given)
18) CCCCn1c(O)c(C=Nc2c(C)n(C)n(-c3ccccc3)c2=O)c(=O)[nH]c1=O
19) Cc1c(N=Cc2c(O)n(Cc3ccccc3)c(=O)[nH]c2=O)c(=O)n(-c2ccccc2)n1C
20) COCCOC(=O)c1c(N)n(Cc2ccc(OC)cc2)c2nc3ccccc3nc12
21) CCN(CC)CCN=Cc1c(O)n(CCC2=CCCCC2)c(=O)[nH]c1=O
22) CN(C)C(=O)Oc1ccc2ccccc2c1Cl
23) CCCCN=Cc1c(O)n(-c2c(C)cc(C)cc2C)c(=O)[nH]c1=O
24) CCOc1cccc(OCC)c2c(C)[n+](CC3CCCO3)c(C)c1-2 (stereo not given)
Screen / compound no.	17	18	19	20	21	22	23	24
Yeast growth inh	2	-33	-73	-10	-33	-36	-36	-66
NPY-Y2 antag	-2	1	1	-1	4	3	0	2
HCT116 PTEN-null	89	118	103	61	92	85	92	108
Measles CPE	20	6	4	12	3	11	7	16
HCT116 bCat-KO	98	100	94	70	98	87	93	96
MRP-1 activ	-4.2	0.0	-1.9	-2.3	-0.3	-1.9	-0.2	0.2
E-sel TNF inh	x	-4	5	x	32	30	-3	-12
Yeast life ext	4	-14	10	0	-9	-11	-11	-4
Phagocytosis inh	-10	0	-2	-2	-2	-1	-1	1
GALR2 blocker	-9	-5	-1	-11	9	-14	-17	3

25) CCOC(=O)C1=C(N)OC2=C(C(=O)CCC2)C12C(=O)N1c3c(ccc(C)c32)C(C)=CC1(C)C (stereo not given)
26) CCN(CC)C(=O)c1ccc(NC(=O)CSc2nnnn2-c2cc(OC)ccc2OC)cc1
27) CC/C(=N\N1CCCCCC1)c1c(O)n(-c2ccc(C)cc2)c(=O)[nH]c1=O
28) Nc1ccc([As](=O)(O)O)cc1
29) CCN(CC)CC(=O)Nc1ccc(Cl)cc1C(=O)c1ccccc1
30) COc1ccc(N2C(=O)CC(=O)NC2=O)cc1
31) COC(=O)c1ccccc1-n1c(C)nc2ccccc2c1=O
32) O=C(N/N=C/c1c(O)n(CCC2=CCCCC2)c(=O)[nH]c1=O)c1ccccc1
Screen / compound no.	25	26	27	28	29	30	31	32
Yeast growth inh	-39	-23	-16	-25	2	-16	3	-13
NPY-Y2 antag	0	4	2	-3	3	1	1	3
HCT116 PTEN-null	80	86	70	102	76	114	88	63
Measles CPE	5	1	21	23	1	18	11	3
HCT116 bCat-KO	88	90	87	87	92	94	94	51
MRP-1 activ	-5.1	-1.3	-2.7	0.9	-1.1	-0.7	-2.6	1.1
E-sel TNF inh	x	0	-9	x	3	9	11	x
Yeast life ext	-4	-7	3	5	x	-2	4	2
Phagocytosis inh	x	2	-5	x	x	0	x	-6
GALR2 blocker	9	15	2	1	9	6	0	-2

33) CCc1sc(C(=O)N2CCC3(CC2)OCCO3)cc1Br
34) CNCC(O)c1ccc(O)cc1 (stereo not given)
35) CN(C)CCN=Cc1c(O)n(Cc2ccco2)c(=O)[nH]c1=O
36) O=C1NC(c2cc3ccccc3nc2Cl)Nc2ccccc21 (stereo not given)
37) CCNc1ccc(P(=S)(N(C)C)N(C)C)cc1
38) Fc1ccc(Cn2nnnc2C(c2ccc(F)cc2)N2CC=C(c3ccc(F)cc3)CC2)cc1 (stereo not given)
39) COc1ccc(/C=C/C(=O)c2c(O)n(CCC3=CCCCC3)c(=O)[nH]c2=O)cc1
40) O=S1(=O)CC2(N3CCOCC3)CCCCCCC21 (stereo not given)
Screen / compound no.	33	34	35	36	37	38	39	40
Yeast growth inh	-4	-20	-39	-47	-67	-15	-26	-64
NPY-Y2 antag	4	-1	0	1	0	3	1	0
HCT116 PTEN-null	85	104	92	105	98	64	15	105
Measles CPE	1	13	6	3	3	23	1	23
HCT116 bCat-KO	92	87	99	108	90	64	25	95
MRP-1 activ	-3.5	0.0	-3.4	-1.0	0.0	0.7	-6.3	2.2
E-sel TNF inh	11	-5	2	-5	9	x	-7	-1
Yeast life ext	-11	1	-10	1	9	-3	10	0
Phagocytosis inh	-4	x	x	-6	1	-6	-6	-1
GALR2 blocker	11	1	-4	4	-7	15	-24	-10

41) COc1cc(/C=C2\C(=O)NC(=O)N(CCc3ccc(F)cc3)C2=O)ccc1O
42) O=[N+]([O-])c1ccc(C2C3C(c4ccccc4)=NC4(CCCCC4)N32)cc1 (stereo not given)
43) CN1CCN(c2ccc(/C=C3\C(=O)NC(=S)N(c4cccc(Br)c4)C3=O)o2)CC1
44) C[C@H]1OC[C@@H](C[N+](C)(C)C)O1
45) CCOC(=O)C(O)(c1ccc(N(CC)C(=O)OC)cc1)C(F)(F)F (stereo not given)
46) CC1(C)CC(=O)C(C=NCCN2CCN(C(=O)Cc3ccccc3)CC2)=C(O)C1
47) CCCCCn1c(N)c(C(=O)NCCN2CCOCC2)c2nc3ccccc3nc21
48) CN1C(=O)N(C)C(=O)C(CCc2ccccn2)(CCc2ccccn2)C1=O
Screen / compound no.	41	42	43	44	45	46	47	48
Yeast growth inh	2	-2	-6	-36	-43	-65	-26	-24
NPY-Y2 antag	1	-1	0	6	2	0	8	-2
HCT116 PTEN-null	86	67	44	104	107	96	46	84
Measles CPE	11	9	7	9	5	7	3	30
HCT116 bCat-KO	104	71	47	104	96	86	53	92
MRP-1 activ	-0.1	-4.1	-3.5	-0.2	-0.9	-0.2	-6.0	-1.5
E-sel TNF inh	-7	x	9	x	-11	1	6	15
Yeast life ext	12	1	2	1	3	-3	-23	0
Phagocytosis inh	-10	x	-1	x	1	0	-1	-1
GALR2 blocker	0	5	-4	9	-5	-9	-11	0

49) COc1cccc(N2C(=O)NC(=O)/C(=C/c3ccc4c5c(cccc35)CC4)C2=O)c1
50) FC(F)(F)c1ccc2c(c1)NP(=S)(N1CCOCC1)c1nccn1-2 (stereo not given)
51) CC1(C)CN=C(Nc2ccccc2C(F)(F)F)S1
52) CCOC(=O)c1cc(C)n(CCc2cnc[nH]2)c1C
53) O=C(Cn1c2c(c(-c3ccccc3Cl)cc1=O)CCC2)N1CCC2(CC1)OCCO2
54) CC(=NCCC1=CCCCC1)c1c(O)n(C)c(=O)n(C)c1=O
Screen / compound no.	49	50	51	52	53	54
Yeast growth inh	16	-43	-57	-15	-24	-42
NPY-Y2 antag	4	1	0	-2	3	4
HCT116 PTEN-null	96	84	113	102	92	84
Measles CPE	17	1	2	3	3	7
HCT116 bCat-KO	97	98	88	92	92	94
MRP-1 activ	-1.2	-0.7	1.1	-2.7	-2.8	-0.6
E-sel TNF inh	x	-21	16	26	0	-32
Yeast life ext	-8	-6	-1	-4	-23	-8
Phagocytosis inh	x	-1	0	0	-1	-1
GALR2 blocker	9	6	-3	16	2	0

# Screening data deposited in PubChem BioAssay by several laboratories.

# An excerpt; the hit share may differ from the screen's.
